Source: PubChem BioAssay (National Center for Advancing Translational Sciences (NCATS))
LDHA inh = blocks human lactate dehydrogenase A; activity change, % (values are at about 110 or 230 µM); P00338; purified LDHA, NADH/diaphorase-resazurin fluorescence; stronger effect = lower value; actives 0.15% (n = 480,000); AID 1347041; in the data active = activity change below about -30%; inconclusive = mostly about -25% to -30%;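 note: plate controls were DMSO wells for no effect and wells without enzyme for full effect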
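Human LDH5 (2 nM) was incubated with 0.06 mM NADH and 0.2 mM pyruvate for 5 min at room temperature in Tris pH 7.4. Remaining NADH was coupled through diaphorase/resazurin, and resorufin fluorescence was read at 0 and 20 min.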
rTrxR1 inhibitor = inhibitors of rat thioredoxin reductase 1 | O89049 | actives 1% (n = 390,000) | recombinant rTrxR1, NADPH fluorescence consumption, selenite substrate | Potency, µM (highest dose often 114 µM), without a hit: at the highest dose activity change, negative = inhibition, most hits filed as inhibitors | AID 588453; note: potency is the fitted concentration of half-maximal effect; % is set by controls: 0 for no effect and ±100 for the full control effect; nearly all actives have a fitted effect of over 65% in size
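Rat TrxR1 (90 nM in the dispensed reagent) was pre-reduced with 400 uM NADPH for 5 min at room temperature, then incubated with compound for 15 min. After 400 uM selenite was added, NADPH fluorescence (Ex 340/Em 450 nm) was followed for 8 min.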
Vif-APOBEC3F blk = blocks the Vif interaction with APOBEC3F; HeLa A3F-eYFP + Vif (tagged APOBEC3F with the HIV-1 protein that degrades it), YFP fluorescence increase; Potency, µM (highest dose often 46.1 µM), inactives show at the top dose activity, negative = active; actives 0.2% (n = 390,000); AID 602313; note: potency is the fitted concentration of half-maximal effect; % of control where 0% means no effect; nearly all actives have a fitted effect of over 65% in size
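Fluorescence increase (Ex 488/Em 500-530) after overnight compound treatment at 37 deg C flags inhibition of Vif-driven A3F-eYFP loss in stable HeLa A3F-eYFP/Vif cells seeded overnight beforehand.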
Glioma ERSR ind = ER stress response induction in glioma; U87-MG GRP78 promoter luciferase reporter, 16 h; Potency, µM, for the others: at the highest dose activation, actives largely listed as activators; actives 0.02% (n = 420,000); AID 602332; note: potency is the fitted concentration of half-maximal effect; series mostly up to about 76 µM; % of control where 0% means no effect; nearly all actives have a fitted effect of over 35% in size
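ERSR induction read as luciferase luminescence (Bright-Glo, 10 min at room temperature) in stably transfected human U87-MG glioma cells exposed to compounds for 16 h, using GRP78 as sensor.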
RGS4 inh = blocks human RGS4-accelerated GTP hydrolysis; Transcreener GDP fluorescence polarization, RGS4-accelerated GTP hydrolysis; Potency, µM (doses to about 114 µM), without a hit: top-dose activity change, negative = inhibition, usual class: inhibitors; actives 0.039% (n = 390,000); note: potency is the fitted concentration of half-maximal effect; % is set by controls: 0 for no effect and ±100 for the full control effect; nearly all actives have a fitted effect of over 75% in size; some results filed as inactive show a strong effect at the top dose
Target sequence (P49798 whole entry, looked up): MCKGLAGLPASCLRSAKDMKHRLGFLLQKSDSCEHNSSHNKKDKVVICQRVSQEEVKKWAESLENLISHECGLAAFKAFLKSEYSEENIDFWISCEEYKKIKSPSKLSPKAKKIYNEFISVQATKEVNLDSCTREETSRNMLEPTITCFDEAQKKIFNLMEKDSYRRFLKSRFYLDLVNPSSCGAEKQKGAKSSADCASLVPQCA
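MLSMR compounds (23 nl, pin-transferred) preincubated 10 min at room temperature with a 500nM (2x) first reagent, then RGS4 at 900nM (2x) plus Transcreener GDP mix added; fluorescence polarization (620/688 nm) read before and after 90 min at 30 °C.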
USP1-UAF1 inh = inhibitors of human USP1/UAF1 deubiquitinase; O94782; recombinant USP1/UAF1, Ub-Rhodamine cleavage fluorescence; Potency, µM (series often up to 57.1 µM), for the others: at the highest dose activity change, negative = inhibition, actives largely listed as inhibitors; actives 0.23% (n = 390,000); note: potency is the fitted concentration of half-maximal effect; % is set by controls: 0 for no effect and ±100 for the full control effect; nearly all actives have a fitted effect of over 60% in size; inactives centre near -12
Target sequence (O94782 whole entry, looked up): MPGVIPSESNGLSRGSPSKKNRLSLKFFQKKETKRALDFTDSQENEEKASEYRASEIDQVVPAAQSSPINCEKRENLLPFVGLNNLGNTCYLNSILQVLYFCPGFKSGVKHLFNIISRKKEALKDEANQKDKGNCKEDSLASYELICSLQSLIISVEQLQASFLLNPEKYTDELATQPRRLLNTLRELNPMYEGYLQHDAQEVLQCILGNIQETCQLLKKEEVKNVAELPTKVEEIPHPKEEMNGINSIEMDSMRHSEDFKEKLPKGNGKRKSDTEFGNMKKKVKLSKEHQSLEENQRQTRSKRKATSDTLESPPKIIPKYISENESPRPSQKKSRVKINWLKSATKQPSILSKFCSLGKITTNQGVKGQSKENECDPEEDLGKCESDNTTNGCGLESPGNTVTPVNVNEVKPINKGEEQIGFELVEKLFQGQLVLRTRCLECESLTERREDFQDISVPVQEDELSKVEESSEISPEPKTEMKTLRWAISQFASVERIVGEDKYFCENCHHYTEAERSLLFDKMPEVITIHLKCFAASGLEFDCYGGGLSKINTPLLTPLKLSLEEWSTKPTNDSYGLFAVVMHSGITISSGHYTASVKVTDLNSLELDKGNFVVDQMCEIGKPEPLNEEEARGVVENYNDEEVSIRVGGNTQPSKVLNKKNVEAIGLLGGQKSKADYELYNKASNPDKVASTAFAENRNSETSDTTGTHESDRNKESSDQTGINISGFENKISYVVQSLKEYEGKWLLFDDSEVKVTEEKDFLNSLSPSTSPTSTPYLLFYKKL
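1 nM enzyme complex + cpd, 15 min RT; start with Ub-Rho 150nM final; kinetic fluorescence ex 480/em 540, 6 reads q60 s. Buffer 50mM HEPES pH 7.8, 0.5mM EDTA, 0.1 mg/ml BSA, 1mM TCEP, 0.01% Tween-20.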
TrxR1 substrate = substrates of rat thioredoxin reductase 1. purified TrxR1 substrate turnover, NADPH consumption readout. Potency, µM (highest dose often 114 µM), inactives show top-dose activity change, negative = substrate turnover. actives 0.01% (n = 390,000); note: potency is the fitted concentration of half-maximal effect; % is set by controls: 0 for no effect and ±100 for the full control effect; nearly all actives have a fitted effect of over 50% in size
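Rat TrxR1, dispensed at 90 nM, was prereduced with 400 uM NADPH (final) for 5 min at ~22 deg C, then incubated with compound 15 min before 400 uM selenite. A first-read NADPH fluorescence drop versus no-compound background flagged substrates.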
Vif-APOBEC3G blk = inhibitors of Vif-APOBEC3G interaction; actives 0.076% (n = 410,000); AID 602310; Potency, µM (top dose mostly 46.1 µM), for the others: at the highest dose activity, negative = active, hits mostly inhibitors; Q9HC16; HeLa A3G-eYFP + Vif (tagged APOBEC3G with the HIV-1 protein that degrades it), YFP fluorescence, overnight;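 note: potency is the fitted concentration of half-maximal effect; % is set by controls: 0 for no effect and ±100 for the full control effect; nearly all actives have a fitted effect of over 60% in size; hits raise eYFP signal because A3G escapes Vif-driven loss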
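HeLa cells stably expressing Vif and C-terminally eYFP-tagged A3G, seeded overnight at 37 deg C, then exposed to compound by pintool overnight at 37 deg C. Rise in yellow fluorescence (Ex 488/Em 500-530, Acumen) marks blocked Vif-driven A3G degradation.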
IDH1 R132H inh = blocks human mutant IDH1 R132H enzyme. O75874. IDH1-R132H enzyme, NADPH consumption, diaphorase/resazurin fluorescence. actives 0.093% (n = 390,000). AID 602179. Potency, µM (titrated, usually from 76.6 µM), for the others: at the top dose activity change, negative = inhibition, most hits filed as inhibitors; note: potency is the fitted concentration of half-maximal effect; % is set by controls: 0 for no effect and ±100 for the full control effect; nearly all actives have a fitted effect of over 65% in size
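IDH1-R132H (0.5 ug/mL dispensed) in pH 7.5 Tris buffer was preincubated 30 min with compound, then given a substrate mix of 0.016 mM NADPH and 2 mM alpha-KG for 80 min at room temperature; remaining NADPH was read by diaphorase/resazurin fluorescence.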
* hit, by the source's call; ? = inconclusive; . = not tested or not shown; & = joins results of further samples; [ ] = another dose, or the depositor's remark. Unless noted, calls come from the whole dose curve; as a rule, active = well fitted curve in the direction sought with a large enough effect; inconclusive = small, poorly fitted or top-dose-only effect, or another doubt; inactive = no such curve, though single readings can be large; an effect the other way counts as inactive or inconclusive. Only part of the results is shown (hit frequency here may not be typical).

canonical_smiles	Vif-APOBEC3G blk	IDH1 R132H inh	LDHA inh	rTrxR1 inhibitor	Glioma ERSR ind	RGS4 inh	TrxR1 substrate	Vif-APOBEC3F blk	USP1-UAF1 inh
COc1ccc2[nH]c3c(c2c1)CCN1C(=O)C(CC(=O)NCCN2CCOCC2)C[C@H](C(=O)N2CCOCC2)[C@@]31CCC1CCCC1 (stereo partly specified)	-1%	-7%	2	13%	-1%	4%	2%	7%	-18%
C/C(CCC1CC(C)OC1=O)=N\NC(N)=O (stereo unspecified)	0%	22%	-6	12%[57.1 µM]	-3%	7%	-1%[57.1 µM]	13%	1%
CCOC(=O)c1ccc(Nc2nc(N3CCOCC3)nc(N3CCOCC3)n2)cc1	-7%	-10%	-5	8%	-6%	12%[11.4 µM]	-1%	1%	-26%
COc1ccc(C2C(C(=O)c3sc(C)nc3C)=C(O)C(=O)N2CCN(C)C)cc1 (stereo unspecified)	-1%	10%	2	-37%	-1%	9%	-3%[57.1 µM]	0%	-10%
CCOC(=O)N1CCC(Nc2c(NCCCN3CCN(c4ccc(OC)cc4)CC3)c(=O)c2=O)CC1	-1%	-1%	7	20%	-2%	-7%	-1%	0%	-12%
CCOc1ccc(S(=O)(=O)N/N=C(\C)C2CCCCC2)cc1	0%	0%	-1	-12%	-4%	-4%	-11%	-3%	-21%
COCCNC(=S)Nc1ccc(N2CCOCC2)c(S(=O)(=O)Nc2ccccc2OC)c1	-3%	-6%	-4	7%	-2%	?	3%	1%	-30%
COCCN(CC(=O)Nc1cccc(C)c1C)C(=O)Cn1cnc2ccccc2c1=O	0%	1%	-1	11%	-2%	-17%	4%	3%	-20%
CC(C)c1nc2n(n1)C1(CCCCC1)[C@@H]1CCCC[C@@H]1N2	3%	6%	4	54%[activator]	-4%	12%	19%	2%	3%
COc1ccc2c(c1)c(=O)c(Br)c(C)n2Cc1ccccc1	-19%	-2%	3	-8%	-5%	-5%	-4%	.	-9%
Cc1ccccc1-n1nc2c(c1NC(=O)c1c(-c3ccccc3Cl)noc1C)CS(=O)(=O)C2	0%	3%	2	-11%	-5%	-22%	-10%	0%	-15%
COC(=O)c1ccc(Nc2ncnc3c2cnn3-c2ccccc2)cc1	5%	10%	-1	1%[57.1 µM]	-2%	5%	-1%[57.1 µM]	-7%	-19%
Cc1cccc(C(=O)OCC(=O)N(CC(C)C)c2c(N)n(Cc3ccccc3)c(=O)[nH]c2=O)c1O	-4%	-9%	-8	23%[57.1 µM]	-3%	-6%	4%	-4%	-18%
CCOc1ccc(N(C(=O)c2snc(C(N)=O)c2N)C(C(=O)NC2CCCC2)C(C)C)cc1 (stereo unspecified)	-1%	-6%	-1	11%[57.1 µM]	-5%	-11%	8%[57.1 µM]	3%	-13%
COc1cccc(C(=O)NCC(c2ccco2)N2CCOCC2)c1 (stereo unspecified)	-4%	8%	-3	5%	-5%	-21%	-4%	-16%	-16%
CCN(CC)c1ccc(C(=O)OCC(=O)N2CCN(c3ccccc3)CC2)cc1	-2%	0%	-2	-6%	-2%	-12%	1%	.	-10%
CN1C(=O)/C(=C/c2ccccc2OCc2ccc(F)cc2)N(C)C1=S	-3%	2%	-1	16%	-3%	9%	2%	3.5µM*	-19%
CC(=O)c1sc(N/N=C/c2ccc(C(C)C)cc2)nc1C	0%	-3%	-2	22%[57.1 µM]	9%	-7%	6%[57.1 µM]	0%	-10%
O=C(O)c1cc2cc(F)ccc2[nH]1	-7%	-12%	-1	-3%[57.1 µM]	-2%&-1%&-4%	7%[56.9 µM]	18%[57.1 µM]	-6%	-26%
CNC(=O)CN(Cc1ccccc1)S(=O)(=O)c1ccc(Cl)cc1	2%	-5%	-5	8%	-4%	-20%	-8%	5%	-7%
COc1ccc(Cc2nc(-c3ccc(-n4cccc4)cc3)no2)cc1OC	4%	0%	0	17%[57.1 µM]	-4%	-15%	13%[57.1 µM]	-3%	-12%
COc1cccc(CC2(CO)CCCN(CC3=Cc4cc(Cl)ccc4OC3)C2)c1 (stereo unspecified)	-5%	1%	-4	-42%	0%	-40%	5%[57.1 µM]	-3%	-20%
COc1ccc(NC(=O)c2ccco2)c([N+](=O)[O-])c1	2%	-4%	4	?	3%	18%	-4%	-3%	1%
COc1ccccc1N(C)S(=O)(=O)c1ccc(C(=O)NC2=NCCS2)cc1	-1%	6%	-3	0%	-6%	-2%	-4%	5%	-15%
COc1ccc(N=C2S/C(=C\c3ccco3)C(=O)N2CC(C)C)cc1	1%	6%	-5	1%[57.1 µM]	-4%	-17%	11%[57.1 µM]	6%	-4%
CC1(C)N(OCc2ccccc2)C(=O)C(=O)N(OCc2ccccc2)C1(C)C	-1%	-6%	-9	15%	-5%	-10%	8%	-9%	-4%
Cc1nc(CCNC(=O)CC2C(=O)NCCN2Cc2ccccc2F)sc1C (stereo unspecified)	4%	11%	0	?	-2%	-28%	4%	5%	-24%
O=C(Nc1ccc(CN2CCOCC2)cc1)c1cc(Br)ccc1Cl	0%	5%	-3	24%	5%	1%	4%	3%	-19%
O=C(OCc1cc(=O)n2nc(C3CCCCC3)sc2n1)c1ccccc1Cl	4%	8%	-1	14%[57.1 µM]	3%	-2%	5%[57.1 µM]	-3%	-26%
CCOC(=O)C(C)N1C(=O)S/C(=C\c2ccc(-c3ccccc3C(=O)O)o2)C1=O (stereo unspecified)	-1%	-4%	-3	-24%	-2%	-9%	-6%	5%	?
CCC(CC)C(=O)N1CCN(Cc2nc3ccccc3c(=O)[nH]2)CC1	1%	-3%	-4	8%	-4%	6%	-2%	-19%	-10%
CC(C)(CNc1ccc([N+](=O)[O-])cc1C#N)N1CCOCC1	1%	21%	-9	2%[57.1 µM]	-4%	6%	-6%	10%	-31%
Cn1c(CNC(=O)c2ccccc2F)nnc1SCCOc1ccccc1	-1%	1%	-3	13%[57.1 µM]	-4%	9%	3%[57.1 µM]	5%	-11%
Cn1c(=O)c([N+](=O)[O-])c(NC2CCS(=O)(=O)C2)c2ccccc21 (stereo unspecified)	2%	6%	2	6%[57.1 µM]	-1%	-5%	3%[57.1 µM]	-13%	-17%
O=C(COC(=O)c1cccnc1Cl)NCc1ccc(F)cc1	0%	-8%	2	16%	-3%	7%	-3%	4%	-3%
CN(CCOc1ccccc1)C(=O)CCc1c[nH]c2ccccc12	0%	-2%	-6	17%[57.1 µM]	1%	-5%	-4%[57.1 µM]	5%	-8%
O=C(COC(=O)c1ccc(F)cc1Cl)NCc1ccco1	1%	2%	-8	6%	1%	6%	-4%[57.1 µM]	-11%	-15%
Oc1ccc(Cl)cc1C1C=C(c2ccc3c(c2)OCO3)NC(c2ccc(Br)cc2)N1 (stereo unspecified)	3%	.	-2	?	4%	8%	-2%	.	.
O=C(CSc1ccccc1)OCC(=O)N1CCN(C(=O)c2ccco2)CC1	4%	-12%	-8	-24%	2%	-6%	-10%	-2%	-12%
Cc1ccc(C)c(NC(=O)C(Sc2ncnc3ccccc23)c2ccccc2)c1 (stereo unspecified)	0%	-3%	-4	5%	-6%	-1%	-10%	7%	-9%
Cn1c(=O)c2c(nc(SCC(=O)NCC3CCCO3)n2Cc2ccc(F)cc2)n(C)c1=O (stereo unspecified)	0%	9%	-4	10%[57.1 µM]	-2%	-22%	7%[57.1 µM]	-8%	-18%
Cc1cc(C)nc(SCc2c(F)cccc2Cl)n1	-6%	0%	-2	19%[57.1 µM]	1%	-8%	2%[57.1 µM]	4%	-7%
Cn1ncc(C#N)c1/N=C/N1CCOCC1	-1%	4%	0	4%	-2%	20%	-7%	-6%	-10%
Oc1c(N=NC(=S)Nc2ccccc2F)c2ccccc2n1Cc1ccccc1F	0%	-11%	-18	12%	-3%	-12%	-4%	-7%	-13%
COc1ccccc1NS(=O)(=O)c1cccc(NC(=O)c2nc3nc(C)cc(C)n3n2)c1	-2%	3%	0	10%[57.1 µM]	-1%	-15%	-7%[57.1 µM]	6%	-19%
CCCCn1c(=O)c(Cc2ccccc2)c(O)c2ccccc21	-5%	15%	-6	-8%	-2%	3%	11%	-7%	-11%
C=CCOc1ccc(C2=NOC(C(=O)Nc3ccc4c(c3)OCCO4)C2)cc1OC (stereo unspecified)	-13%	-1%	-1	10%[57.1 µM]	-4%	-16%	8%[57.1 µM]	15%	-16%
